Screening data deposited in PubChem BioAssay by several laboratories.
NALP1 inh = NALP1 inflammasome inhibitors in reconstituted yeast, colorimetric, S. cerevisiae, triplicate retest; S. cerevisiae NALP1/ASC/caspase-1 growth, X-gal OD620, 72 h; inhibition, % at 10 µM; 0.61% of 280,000 active; AID 2071, 2009; in the data active = inhibition mostly above about 24%, no sharp cut-off; inactive = mostly below about 32%; also: some compounds called inactive have numbers as strong as hits
PHOSPHO1 inh = PubChem AID 1565. Phosphoethanolamine/phosphocholine phosphatase (Homo sapiens), Q8TCT1. recombinant PHOSPHO1, absorbance phosphatase assay. inhibition, % at 13.3 µM. 1.1% of 290,000 active; in the data active = inhibition above about 60%
Target sequence (Q8TCT1 whole entry, looked up): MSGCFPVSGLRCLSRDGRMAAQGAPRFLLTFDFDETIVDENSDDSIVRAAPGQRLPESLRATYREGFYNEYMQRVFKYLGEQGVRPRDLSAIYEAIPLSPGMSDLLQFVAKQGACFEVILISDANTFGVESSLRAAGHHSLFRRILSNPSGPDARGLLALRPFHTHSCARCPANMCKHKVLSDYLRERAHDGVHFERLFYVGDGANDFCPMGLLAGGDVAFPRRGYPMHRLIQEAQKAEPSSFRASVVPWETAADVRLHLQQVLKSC
MEKK3 PB1 HTS = modulators of MEKK3-MEK5 PB1 binding, primary screen, biochemical, wildtype MEKK3, multiplex bead flow cytometry, Alexa488-MEK5; Mitogen-activated protein kinase kinase kinase 3 (Homo sapiens), Q99759; bead-based flow cytometry, Alexa488-MEK5 binding to MEKK3; actives lie on both sides; 0 = blocked by unlabeled MEK5, 100 = vehicle; binding response (% of control), % at 10 µM; 1.4% of 290,000 active; AID 1529, 2009;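 active = binding response more than 3 SD above or below the average of its plate-row segment, actives on both sides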;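 also: Alexa488 bead fluorescence after subtracting the streptavidin-only scavenger bead signal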
FID counter = compounds displacing fluorescent DNA intercalator, primary screen, artefact control for HCV NS3 helicase inhibitor project, biochemical, FID fluorescence; DNA fluorescent intercalator displacement; inhibition, % at 7.9 µM; 0.17% of 290,000 active; in the data active = inhibition above about 37%;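 also: 0% = vehicle and 100% = reference compound; higher means more ethidium bromide displaced from hairpin DNA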
OXTR ag = human OXTR agonists, primary screen, fluorescence, CHO-OTR cells, Fluo-8 calcium. Oxytocin receptor (Homo sapiens), P30559. Fluo-8 calcium fluorescence; normalized: DMSO 0%, oxytocin 100%. activation, % at 3 µM. 0.32% of 320,000 active;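 active = activation above the mean of all tested compounds plus 3 SD, cutoff set per screening run, cut at about 20% in these data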;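 also: peak over basal fluorescence ratio from a 100 s FLIPR kinetic read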
Target sequence (P30559 whole entry, looked up): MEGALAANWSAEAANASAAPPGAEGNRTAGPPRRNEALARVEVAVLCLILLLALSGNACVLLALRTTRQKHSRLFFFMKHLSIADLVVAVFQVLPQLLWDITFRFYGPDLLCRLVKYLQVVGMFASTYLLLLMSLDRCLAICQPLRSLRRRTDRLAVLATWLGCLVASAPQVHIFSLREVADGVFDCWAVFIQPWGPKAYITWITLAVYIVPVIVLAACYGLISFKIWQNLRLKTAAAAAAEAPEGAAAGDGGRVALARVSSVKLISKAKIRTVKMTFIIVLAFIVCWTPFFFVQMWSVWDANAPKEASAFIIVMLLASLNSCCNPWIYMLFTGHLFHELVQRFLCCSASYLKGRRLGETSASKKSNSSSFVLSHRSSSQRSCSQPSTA
PfM18AAP inh = PfM18AAP inhibitors, malaria aminopeptidase, primary screen, biochemical, QFRET, recombinant enzyme; inhibition, % at 7.35 µM; H-Glu-NHMec fluorogenic cleavage; M18 aspartyl aminopeptidase (Plasmodium falciparum 3D7); 1.2% of 290,000 active;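 active = inhibition above the campaign mean inhibition over all tested compounds plus 3 SD, cut at about 28% in these data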;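 also: 0% = plate median of test compound wells and 100% = 2 mM ZnCl2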
GPR7 antagonist = GPR7 receptor antagonists, primary screen, cell-based, fluorescence, single concentration | Neuropeptides B/W receptor type 1 (Homo sapiens), P48145 | 1.1% of 290,000 active | inhibition, % at 4.4 µM | AID 1861, 2009 | GPR7-expressing cells, fluorescence antagonist assay; in the data active = inhibition above about 16%, passing the limit was not always enough;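 also: cells stimulated with the agonist NPW; 0% = agonist with vehicle and 100% = vehicle without agonist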
Target sequence (P48145 whole entry, looked up): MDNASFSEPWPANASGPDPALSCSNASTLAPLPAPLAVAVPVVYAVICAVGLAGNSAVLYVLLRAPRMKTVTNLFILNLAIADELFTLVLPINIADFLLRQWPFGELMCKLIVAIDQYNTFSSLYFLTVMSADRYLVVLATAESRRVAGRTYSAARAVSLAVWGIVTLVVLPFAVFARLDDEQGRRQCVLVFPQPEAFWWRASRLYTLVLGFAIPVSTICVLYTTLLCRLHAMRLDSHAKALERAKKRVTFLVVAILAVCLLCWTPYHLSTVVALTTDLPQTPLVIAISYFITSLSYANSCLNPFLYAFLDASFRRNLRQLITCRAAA
MEKK2wt PB1 HTS = modulators of MEK5 binding to wildtype MEKK2, primary screen, biochemical, multiplex bead flow cytometry, Alexa488-MEK5; AID 1531, 2009; 1.1% of 290,000 active; binding response (% of control), % at 10 µM; Alexa488-MEK5 binding to MEKK2 WT; actives lie on both sides; in the data active = binding response below about 67% or above about 130%
MEKK2 mut-MEK5 = MEK5 binding signal on mutant MEKK2 PB1, primary screen, biochemical, multiplex bead flow cytometry, Alexa488-MEK5 | Alexa488-MEK5 binding to MEKK2 mutant | percent response, % at 10 µM | 0.35% of 290,000 active; in the data active = percent response above about 24%, passing the limit was not always enough; also: inactives centre near 1; some results filed as inactive read as strong as hits; reference of the scale not given here
* hit, by the source's call; . = no result given.

SMILES	NALP1 inh	PHOSPHO1 inh	MEKK3 PB1 HTS	FID counter	OXTR ag	PfM18AAP inh	GPR7 antagonist	MEKK2wt PB1 HTS	MEKK2 mut-MEK5
CC1=C(C(=O)Nc2ccc(F)cc2)C(c2cccc(C)c2)n2nc(CCCO)nc2N1 (stereo unspecified)	30	-14	103	-8	-0.5	4	-9	104	7
Cc1c(-c2ccccc2)nc(-c2ccccc2)[nH]c1=O	1	7	105	0	0.1	0	-6	102	-2
Cc1ccc(OCCOC(=O)CCc2nc3ccccc3c(=O)[nH]2)cc1	-4	48	95	-9	0.2	4	-16	92	-4
O=S(=O)(Cc1ccco1)Cc1nc(-c2ccc(Cl)cc2)cs1	-1	-6	95	-19	-3.1	9	7	97	-4
COc1ccc(NC(=O)c2ocnc2C)cc1OC	17	21	97	1	0.3	-6	-11	97	-1
Cc1ccccc1NC(=O)CSc1nc2ccccc2c2nc(CCn3cncc3C)nn12	9	-30	103	15	-0.8	-10	-7	105	-1
c1cncc(-c2nnc3n2N=C(c2cccs2)CS3)c1	0	7	108	-5	-0.5	0	5	112	4
COc1ccc(C2=CC(=O)N(Nc3ccccc3)C2=O)cc1	-23	33	97	0	2.0	20	-3	92	-7
O=C(CN1CC(c2ccccc2)CC1=O)OCc1ccccc1F (stereo unspecified)	9	-10	104	-20	-1.6	5	-4	102	4
Cn1c(SCC(=O)N2CCCC2)nc2ccccc21	7	17	95	0	-0.2	-10	6	92	-1
CC(C)=CCc1c([C@@H]2CCc3ccc(O)cc3O2)cc2c(c1O)OC(C)(C)C=C2	.	.	96	.	-0.1	.	.	94	-1
COc1cccc(CNc2ncn[nH]2)c1OCc1ccc(F)cc1	8	16	102	7	1.2	7	5	110	-6
CC1(C)CC(=O)c2c(nn(-c3ccccc3)c2-c2ccncc2)C1	-54	18	110	-17	-0.7	-4	-12	104	5
C=CCN(c1ccccc1Cl)S(=O)(=O)c1cccc(C(=O)OCC(=O)N(C)C2CCS(=O)(=O)C2)c1 (stereo unspecified)	11	22	104	-32	-1.8	-3	10	102	-2
COC(=O)c1cn(CC(=O)NCc2ccco2)c2ccccc12	7	31	99	-5	-0.2	1	-7	93	0
CCOP(=O)(NC(c1ccccc1)c1nc2ccccc2[nH]c1=O)OCC (stereo unspecified)	-8	61*	104	-34	-1.5	4	-5	101	7
CCCCN(CCCC)CC1OCc2ccccc2CO1	12	6	104	0	-1.1	4	14	108	4
O=C(O)CCC(=O)Nc1ccccc1C(=O)N1CCN(c2ccc(Cl)cc2)CC1	18	37	96	-28	-1.2	4	-12	100	-2
O=C(/C=C/c1cccs1)c1cc(Cl)ccc1OC(=O)N1CCOCC1	43	7	105	-23	-2.0	8	-3	96	0
CCOc1ccc(NC(=O)Cn2nnc(C(=O)NCc3ccc(OC)cc3)c2N)cc1	20	26	104	-12	0.2	-5	-4	101	3
CN1C(=O)CC(N2CCN(CC(=O)N3CCCC3)CC2)C1=O (stereo unspecified)	5	-8	91	-1	0.1	-4	13	102	-6
C=CCNCCCOc1ccc(Cl)cc1Br	46*	0	98	4	4.8	-12	7	98	-1
CC1CN(CC(=O)Nc2ccccc2Sc2ccccc2)CC(C)O1 (stereo unspecified)	18	-1	100	-33	-1.1	-1	-4	100	2
COCCN(C(=S)Nc1ccc(Cl)cc1OC)C1CCN(C(C)=O)CC1	.	-8	103	-9	2.0	5	-5	101	-1

Taken from above, six compounds:
SMILES	NALP1 inh	PHOSPHO1 inh	MEKK3 PB1 HTS	FID counter	OXTR ag	PfM18AAP inh	GPR7 antagonist	MEKK2wt PB1 HTS	MEKK2 mut-MEK5
O=C(/C=C/c1cccs1)c1cc(Cl)ccc1OC(=O)N1CCOCC1	43	7	105	-23	-2.0	8	-3	96	0
CCOc1ccc(NC(=O)Cn2nnc(C(=O)NCc3ccc(OC)cc3)c2N)cc1	20	26	104	-12	0.2	-5	-4	101	3
CN1C(=O)CC(N2CCN(CC(=O)N3CCCC3)CC2)C1=O (stereo unspecified)	5	-8	91	-1	0.1	-4	13	102	-6
C=CCNCCCOc1ccc(Cl)cc1Br	46*	0	98	4	4.8	-12	7	98	-1
CC1CN(CC(=O)Nc2ccccc2Sc2ccccc2)CC(C)O1 (stereo unspecified)	18	-1	100	-33	-1.1	-1	-4	100	2
COCCN(C(=S)Nc1ccc(Cl)cc1OC)C1CCN(C(C)=O)CC1	.	-8	103	-9	2.0	5	-5	101	-1

The list continues.
SMILES	NALP1 inh	PHOSPHO1 inh	MEKK3 PB1 HTS	FID counter	OXTR ag	PfM18AAP inh	GPR7 antagonist	MEKK2wt PB1 HTS	MEKK2 mut-MEK5
Cc1onc(C(=O)NC(C)c2ccccc2)c1[N+](=O)[O-] (stereo unspecified)	5	12	102	-2	0.1	-2	-3	102	1
O=C(NCC(O)c1ccccc1)c1cccs1 (stereo unspecified)	0	29	100	-3	0.8	3	1	101	4
COc1ccc(C2N(c3cc(Cl)ccc3OC)C(=O)C3CCCN32)cc1 (stereo unspecified)	41*	13	97	0	1.3	0	-5	96	-2
CCN1CC=C2C(C#N)=C(N)C(C#N)(C#N)[C@H](c3cccc(OC)c3OC)[C@H]2C1	16	-11	98	-4	5.0	8	1	96	-1
COc1cccc(-n2c(Cc3cc(=O)[nH]c(=O)[nH]3)nnc2SCC(=O)N2CCCCCC2)c1	-16	6	96	-20	0.2	-7	-10	96	0
CC1c2nc3ccccc3n2C(CC(=O)NC2CC2)C(=O)N1Cc1ccccc1 (stereo unspecified)	-4	-13	104	-15	-0.6	6	-6	93	-11
Cc1ccc(C(=O)NC(=S)Nc2ccc(N3CCN(C(=O)c4ccco4)CC3)cc2)cc1	12	24	107	-28	5.6	-5	-7	104	5
O=C1CCCC2=C1C(c1ccccn1)Nc1ccc(C(=O)c3ccccc3)cc1N2 (stereo unspecified)	20	-5	96	-18	-1.7	0	-5	97	-2
COc1cc(Nc2nc(-c3ccccc3)c3cc(C)ccc3n2)cc(OC)c1OC	3	23	.	-4	-1.8	-8	-20	.	.
COc1ccc(-c2cc(-c3n[nH]c(=S)n3-c3cccc4ccccc34)[nH]n2)cc1	20	-10	99	-30	0.3	-2	-17	97	-6
CCOC(=O)C1CCN(C(=O)c2ccc(OCC)c(OCC)c2)CC1	16	10	107	-26	1.6	-14	-7	103	2
O=C(Nc1cccc(Cl)c1)C1C2C=CC3(O2)C1C(=O)N(CCCN1CCCCC1)C3C(=O)NC1CCCCC1 (stereo unspecified)	9	18	101	2	-0.5	3	-3	110	3
O=C(Cc1coc(-c2ccc(F)cc2)n1)N1CCOCC1	15	20	97	-3	-0.5	6	11	97	-4
COc1cccc(N(Cc2nnc3n2CCCCC3)C(=O)Nc2ccccc2)c1	-10	12	90	-16	0.7	0	-9	98	-2
Cc1ccc2cc(CN(Cc3cccs3)Cc3nnnn3CC3CCCO3)c(=O)[nH]c2c1C (stereo unspecified)	-9	-48	99	-8	.	7	-6	97	-5
O=C(NCC1COCCO1)c1cc(COc2c(F)cccc2F)on1 (stereo unspecified)	22	37	103	-13	-0.5	18	-2	101	-3
S=C(Nc1ccc(Br)cc1Cl)N1CCCC1	6	25	102	-10	-0.8	0	-19	104	4
O=C(COC(=O)c1cncc(Br)c1)NCc1ccc(Cl)cc1	1	19	105	-7	-0.8	-12	-8	105	1
CCOC(=O)C1CCCN(C(=O)CCc2ccccc2)C1 (stereo unspecified)	30	2	103	-11	1.6	0	-6	100	2
O=C(O)c1ccc(/C=N/Nc2ccc(Cl)nn2)cc1	19	35	101	-6	0.1	14	8	95	-6
CCOc1ccc(CCNC(=O)c2nnn(CC(=O)Nc3ccc(C)cc3)c2N)cc1OCC	3	26	102	-30	-1.1	-6	-5	101	0
Cc1nn(C)c(C)c1S(=O)(=O)N(CC(=O)N1CCc2ccccc2C1)c1ccc(C(C)C)cc1	-9	9	103	-6	0.6	2	-9	102	12
Cc1ccc(NC(=O)CCC(=O)N/N=C/C=C/c2ccccc2)cc1	12	2	107	-6	0.0	2	-11	107	-1
O=c1c2cc(N3CCOCC3)ccc2[nH]c(=S)n1Cc1ccccn1	7	0	103	6	1.6	44*	-8	94	0
CCOC(=O)c1ccc(NC(=O)C2CCCN(c3cnccn3)C2)cc1 (stereo unspecified)	21	18	104	-29	6.1	7	-19	103	4
CC(C)OC(=O)CSc1nnnn1-c1ccc2c(c1)OCCO2	2	56	93	-9	-0.7	3	-13	92	-1
COc1ccc(C(=O)NCc2cccnc2)cc1S(=O)(=O)N1CCCc2ccccc21	-3	20	.	-12	0.6	0	-4	.	.
CCNC(=O)COc1ccc(CC)cc1	8	-2	94	-1	-0.4	4	-2	95	-1
Fc1cccc(Cl)c1CNCc1ccccc1Cl	5	2	113	-5	-2.9	1	-9	107	9
C=CCn1c(SCc2csc(C)n2)nc2sc3c(c2c1=O)CCC(C)C3 (stereo unspecified)	6	2	99	-7	-0.4	-8	-10	102	3
COc1cc(CNCCCN2CCOCC2)cc(Cl)c1OCC(=O)NC(C)(C)C	6	.	102	25	1.6	4	-9	104	4
CC(=O)Nc1ccc(NC(=O)c2nc(S(=O)(=O)Cc3cccc(C)c3)ncc2Cl)cc1	6	28	103	-14	-1.2	-151	17	108	1
CCN1CCN(c2cc(C)c3cc(NC(=S)N4CCC5(CC4)OCCO5)ccc3n2)CC1	3	-19	105	17	1.1	8	-8	99	-4
Cc1cc(C)n(C(=O)c2cc3ccccc3c(=O)o2)n1	3	4	105	4	0.5	8	2	109	3
CCn1c(Cn2nnc(-c3ccccc3)n2)nnc1SCC(=O)Nc1ccccc1	-19	-28	83	-21	4.6	-2	-5	85	-9
O=[N+]([O-])c1ccccc1S(=O)(=O)N1CCN(CC2CC=CCC2)CC1 (stereo unspecified)	-7	44	90	4	-1.4	1	6	91	-2
COc1c2c(cc3oc(C)cc(=O)c13)OC(C(C)(C)OC1OC(CO)C(O)C(O)C1O)C2 (stereo unspecified)	12	-1	112	-5	0.1	-10	12	101	6
COc1cccc(Nc2nnc(SCC(=O)N3CC(=O)Nc4ccccc43)s2)c1	.	30	89	-26	-0.1	-5	-15	88	-20
COc1cccc(Cn2c(OCC3CCCO3)nc3c2c(=O)n(C)c(=O)n3C)c1 (stereo unspecified)	9	8	97	-24	-1.1	1	-5	101	-1
Cc1cccc(C)c1OCc1nnc(SCC(=O)Nc2nccs2)o1	-7	19	100	-26	-0.4	28*	20	97	1
O=C(OCc1cc([N+](=O)[O-])cc2c1OCOC2)c1ccc2ccccc2n1	-4	40	94	2	-0.2	3	-19	96	-1
c1ccc(COC2CCCN(Cc3nc(Cc4ccccc4)no3)C2)cc1 (stereo unspecified)	10	10	80	-25	-1.6	0	7	81	-19
O=S1(=O)CCC(N=Cc2ccc(-c3ccc(Cl)cc3)o2)C1 (stereo unspecified)	13	45	95	5	-2.7	-1	-10	93	-5
CCOC(=O)[C@@H]1[C@H]2COc3cc(OC)ccc3[C@H]2N2C(=O)N(c3ccc(F)cc3)C(=O)[C@@]12C	6	-13	106	-30	-1.4	-11	-1	104	-2
Cn1c(CN2CCN(c3ccc(Cl)cc3)CC2)nc2ccccc21	17	-7	100	-22	-0.8	-2	-1	100	2
COc1cc(/C=N\NC(=O)c2ccc(C)nc2)ccc1OC(=O)c1ccco1	14	0	103	-27	-0.1	6	-4	99	0
Clc1ccc(Cn2ncc3c(N4CCCC4)ncnc32)cc1	20	-13	101	-19	0.0	-10	25*	104	1
